# POLB inh = qHTS Assay for Inhibitors of DNA Polymerase Beta | P06746 | Pol beta primer extension/strand displacement, fluorescence kinetic | Potency, µM (doses to about 114 µM), without a hit: top-dose activity change, negative = inhibition, usual class: inhibitors | 340,000 compounds, 1.3% hits | AID 485314, 2010; note: potency is the fitted concentration of half-maximal effect; % is set by controls: 0 for no effect and ±100 for the full control effect
#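 Kinetic readout of DNA synthesis with strand displacement by Pol beta. Compound and 10 nM enzyme sit 15 min at room temperature; 50 nM substrate starts the reaction, read immediately and at 10 min.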
# Apoferritin bind = qHTS Assay for Identification of Novel General Anesthetics; Ferritin light chain (Equus caballus), P02791; apoferritin/1-aminoanthracene competitive binding, fluorescence; 350,000 compounds, 0.074% hits; AID 485281, 2010; Potency, µM (titrated, usually from 77.5 µM), without a hit: at the top dose activity change, negative = displacement, actives largely listed as inhibitors; note: potency is the fitted concentration of half-maximal effect; % is set by controls: 0 for no effect and ±100 for the full control effect; nearly all actives have a fitted effect of over 20% in size
# Target sequence (P02791 2-175 limits assumed): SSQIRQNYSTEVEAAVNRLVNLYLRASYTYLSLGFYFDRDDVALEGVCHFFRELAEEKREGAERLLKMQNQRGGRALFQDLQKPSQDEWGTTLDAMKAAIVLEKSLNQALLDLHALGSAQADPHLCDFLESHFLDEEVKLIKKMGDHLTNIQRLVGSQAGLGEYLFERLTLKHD
#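 Steps: apoferritin (10 uM) was premixed with half-saturated 1-AMA in PBS, compounds were pin-transferred, plates stood 10 min at room temperature, fluorescence was read at 380/535 nm, and curves were fitted with a Hill equation.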
# POLK inh = qHTS for Inhibitors of Polymerase Kappa | purified Pol kappa, fluorescent DNA synthesis assay, 10 min | Potency, µM (highest dose often 107 µM), for inactives: top-dose activity, negative = inhibition, usual class: inhibitors | 400,000 compounds, 0.53% hits; note: potency is the fitted concentration of half-maximal effect; % is set by controls: 0 for no effect and ±100 for the full control effect
#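 Inhibition of 10 nM Pol kappa is measured by a fluorescent read-out at 0 and 10 min following addition of 50 nM substrate (final), with a 15-min room-temperature compound preincubation.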
# RXFP1 antagonist = qHTS Assay for Antagonists of the Relaxin Receptor RXFP1; Relaxin receptor 1 (Homo sapiens), Q9HBX9; HEK293-RXFP1, relaxin-stimulated cAMP HTRF, 30 min; hits give low values; activity change, negative = inhibition, % at 57.5 µM; 350,000 compounds, 0.59% hits; AID 1259400, 2018;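 active = activity change of -60% or lower, but not beyond a set lower limit; inconclusive = change between -60% and -40%, or beyond the set limit; inactive = change above -40%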; note: % is set by controls: 0 for no effect and ±100 for the full control effect
# APE1 inh = qHTS Assay for Inhibitors of the Human Apurinic/apyrimidinic Endonuclease 1 (APE1) | recombinant APE1, TAMRA/BHQ-2 abasic DNA cleavage fluorescence | Potency, µM (highest dose often 65.8 µM), without a hit: at the highest dose activity change, negative = inhibition, usual class: inhibitors | 350,000 compounds, 0.35% hits;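 note: potency is the fitted concentration of half-maximal effect; plate controls were vehicle for no effect and reference inhibitor for full effect; nearly all actives have a fitted effect of over 55% in size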
#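 Readout is kinetic fluorescence (ex 525, em 598 nm) from cleavage of 50 nM TAMRA/BHQ-2 THF abasic duplex by 0.75 nM APE1, compound added 15 min beforehand at RT.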
# POLH inh = qHTS for Inhibitors of Polymerase Eta | Potency, µM (highest dose often 114 µM), without a hit: at the top dose activity change, negative = inhibition, usual class: inhibitors | DNA polymerase eta (Homo sapiens), Q9Y253 | 390,000 compounds, 1.2% hits | recombinant Pol eta, fluorescent DNA replication assay; note: potency is the fitted concentration of half-maximal effect; % is set by controls: 0 for no effect and ±100 for the full control effect
# Target sequence (Q9Y253 whole entry, looked up): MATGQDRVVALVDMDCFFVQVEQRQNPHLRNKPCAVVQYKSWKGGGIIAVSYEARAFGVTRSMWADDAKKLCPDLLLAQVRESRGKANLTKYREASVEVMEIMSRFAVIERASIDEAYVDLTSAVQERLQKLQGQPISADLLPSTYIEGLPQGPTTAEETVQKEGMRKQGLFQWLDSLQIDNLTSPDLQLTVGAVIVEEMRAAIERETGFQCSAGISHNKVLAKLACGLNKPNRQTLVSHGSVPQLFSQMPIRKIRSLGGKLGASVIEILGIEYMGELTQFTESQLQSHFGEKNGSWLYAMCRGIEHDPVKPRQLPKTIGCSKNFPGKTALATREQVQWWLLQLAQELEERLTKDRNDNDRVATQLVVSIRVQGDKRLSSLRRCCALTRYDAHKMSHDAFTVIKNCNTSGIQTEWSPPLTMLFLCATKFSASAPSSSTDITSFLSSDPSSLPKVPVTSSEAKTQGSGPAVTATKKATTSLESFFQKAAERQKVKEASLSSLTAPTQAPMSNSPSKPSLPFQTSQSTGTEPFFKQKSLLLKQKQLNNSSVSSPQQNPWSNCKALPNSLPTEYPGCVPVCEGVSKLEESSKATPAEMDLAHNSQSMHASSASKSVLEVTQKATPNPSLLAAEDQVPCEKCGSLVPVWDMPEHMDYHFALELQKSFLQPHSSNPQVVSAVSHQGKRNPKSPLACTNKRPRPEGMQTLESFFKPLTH
#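 Pol eta at 10 nM preincubated with compounds 15 min at room temperature; reaction started with fluorescent substrate (50 nM final) and read kinetically at 0 and 10 min.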
# Pol iota inh = qHTS for Inhibitors of Polymerase Iota; DNA polymerase iota (Homo sapiens), Q9UNA4; Pol iota fluorescent replication assay, 10 min; Potency, µM (top dose mostly 115 µM), for the others: top-dose activity, negative = inhibition, usual class: inhibitors; 390,000 compounds, 1% hits; AID 588590, 2011; note: potency is the fitted concentration of half-maximal effect
#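 Fluorescent replication assay read twice, at 0 min and 10 min after adding 50 nM (final) substrate. Enzyme (10 nM) and compounds were first incubated 15 min at room temperature; enzyme-free buffer wells were negative controls.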
# PGK inhibitor = qHTS Assay to Find Inhibitors of Phosphoglycerate Kinase; Potency, µM (series often up to 57.5 µM), for the others: at the top dose activity change, negative = inhibition, actives largely listed as inhibitors; Phosphoglycerate kinase, glycosomal (Trypanosoma brucei brucei), P07378; PGK/GAPDH coupled, Kinase-Glo luminescence, 60 min; 380,000 compounds, 0.043% hits; note: potency is the fitted concentration of half-maximal effect; % is set by controls: 0 for no effect and ±100 for the full control effect; nearly all actives have a fitted effect of over 60% in size
#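 Luminescent ATP detection (Kinase-Glo Plus) follows a 60-minute room-temperature incubation, with wells lacking PGK as controls. Buffer: 100 mM TEA (pH 7.6), 5 mM MgCl2, 0.01% Tween-20. Coupling enzyme GAPDH (100 nM final) supplies unstable 1,3-BPG in-well.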
# BLM inh = qHTS Assay for Inhibitors of Bloom's syndrome helicase (BLM). 350,000 compounds, 0.2% hits. RecQ-like DNA helicase BLM (Homo sapiens), P54132. recombinant BLM DNA unwinding, fluorescence dequenching. AID 2528, 2010. Potency, µM (doses to about 56.1 µM), for the others: at the top dose activity change, negative = inhibition, actives largely listed as inhibitors;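 note: potency is the fitted concentration of half-maximal effect; plate controls were vehicle for no effect and no enzyme for full effect; nearly all actives have a fitted effect of over 35% in size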
# Active calls of the source: *; i = inactive; ? = inconclusive; . = no result given; & = joins results of further samples; ! = not confirmed by another sample; [ ] = dose if it differs, or a comment. Unless noted, calls come from the whole dose curve; as a rule, active = well fitted curve in the direction sought with a large enough effect; inconclusive = small, poorly fitted or top-dose-only effect, or another doubt; inactive = no such curve, though single readings can be large; an effect the other way counts as inactive or inconclusive.
SMILES,POLB inh,Apoferritin bind,POLK inh,RXFP1 antagonist,APE1 inh,POLH inh,Pol iota inh,PGK inhibitor,BLM inh
CC(C)(c1ccccc1)c1ccc(OCC(O)CNC2CCN(Cc3ccccc3)CC2)cc1 (stereo not given),-11%,?,-7%,-26,-5%,-17%,45%[activator],-7%,-2%
O=C(c1cccc(OC2CCN(C3CCCC3)CC2)c1)N1CCCCCCC1,1%,?,-4%,-19,3%,-24%,149%[activator],-3%,3%
C[C@H](CO)N1C[C@H](C)[C@@H](CN(C)C(=O)NC2CCCCC2)Oc2ccc(NS(C)(=O)=O)cc2C1=O,.,.,-21%,.,-12%,-10%,5%,-1%,.
CCC(C)(C)NC(=O)/C=C/c1ccccc1[N+](=O)[O-],10%,-13%,-4%,4,5%,-1%,7%,8%,1%
Cc1cccc(C)c1NC(=S)NC(=O)c1ccccc1F,14%,-13%,-1%,19,?,-22%,2%,2%,-1%
Cc1cc(C(=O)OCC(=O)Nc2cccc(S(=O)(=O)N(C)C)c2)c2ccccc2n1,4%,?,-2%,?,0%,-29%,20%,3%,-10%
CCOc1ccccc1OCC(=O)Nc1c(C)n(C)n(-c2ccccc2)c1=O,.,.,-8%,-10,17%,-17%,-6%,-7%,.
CC(=O)Nc1ccc(NC(=O)C(C)OC(=O)CC2CCCC2)cc1 (stereo not given),.,.,-1%,4,4%,0%,40%[activator],1%,.
Cc1ccc(S(=O)(=O)N2CCC3(CC2)OCCO3)s1,35%,-5%,-7%,3,-11%,-23%,42%[activator],4%,0%
Cc1ccc(NC(=O)CN(C)C(C)C(=O)N2CC(C)CC(C)C2)cc1 (stereo not given),.,.,-3%,-2,1%,-6%,-13%,-4%,.
Cc1cc(NC(=S)N(CCN2CCOCC2)Cc2ccccc2F)ccc1Cl,3%,-11%,-1%,-9,0%,-22%,32%[activator],-3%,-14%
CC(C)(C)NC(=O)Cn1cnc2cc([N+](=O)[O-])ccc2c1=O,11%,-8%,-13%,-3,-15%,-10%,122%[activator],-2%,-6%
Cc1ccc(CNC(=O)CSc2ccc(-c3sc(-c4ccccc4)nc3C)nn2)cc1,2%,-4%,-23%,-3,.,-10%,56%[activator],7%,-4%
O=c1oc2cccnc2n1CCS(=O)(=O)c1ccc(F)cc1,11%,-12%,6%,-18,3%,-14%,12%,-5%,2%
Cc1ccc(S(=O)(=O)N(CC(=O)NCc2cccnc2)C2CCCCC2)cc1,-3%,-6%,1%,-20,3%,-25%,22%,4%,-1%
CC(=O)c1c(-c2ccccc2)c2ccccc2[nH]c1=O,-10%,-10%,-1%,-4,-4%,0%,37%[activator],i,-5%
CCOC(=O)/C=C/C(=O)N1CCc2ccccc21,30%,-17%,-5%,0,-5%,9%,?,-9%,1%
CC1CCc2c(sc3nc(-c4cc5ccccc5oc4=O)nc(Cl)c23)C1 (stereo not given),-21%,-8%,-20%,.,.,-1%,-21%,4%,-3%
Cc1cccc(CC(=O)N2CCC(N3CCC(C(=O)N4CCOCC4)CC3)CC2)c1,25%,-7%,4%,-1,13%,-8%,44%[activator],-4%,1%
Cc1cccc(N(C(=O)Nc2ccc(Cl)cc2)C2=NCC(C)S2)n1 (stereo not given),33%,-9%,-8%,-17,15%,-24%,106%[activator],3%,-10%
C[C@@H](NC(=O)[C@@H]1Cc2ccccc2CN1)C(=O)Nc1ccc2c(c1)OCO2,86%,-19%,-1%,.,15%,4%,29%,-7%,-5%
O=C(NCc1ccc[n+](CCCCS(=O)(=O)[O-])c1)c1ccc(OC(F)F)cc1,-1%,-1%,.,.,-4%,.,.,.,-3%
CCN(CC)S(=O)(=O)c1cc(C)ccc1NC(=S)Nc1cccnc1,-1%,?,-2%,-3,-1%,-21%,21%,8%,-7%
O=C(NCCCn1ccnc1)C(=O)NC1CCCCC1,16%,-8%,1%,-7,0%,-19%,46%[activator],i,-2%
O=C(NC1CCN(C(=O)Nc2ccccc2)CC1)C1CCCCC1,0%,-7%,-5%,-12,4%,-6%,7%,-9%,0%
O=C(Cn1cncn1)c1ccccc1,34%,-1%,12%,5,2%,23%,7%,i,1%
COc1ccc(N(C)S(=O)(=O)c2ccc3c(c2)NC(=O)CO3)c(OC)c1,25%,-5%,9%,-3,-6%,-27%,2%,-11%,1%
O=C(N/C(=C\c1ccccc1)C(=O)N1CCOCC1)c1ccccc1Br,15%,4%,-7%,2,8%,-5%,8%,i,-2%
Cc1ccc(/C=N/NC(=O)c2nnn(-c3nonc3N)c2C(C)C)s1,1%,-2%,-10%,0,43%,-13%,8%,i,-2%
CC(C)CCn1nnnc1CN1CCN(C(c2ccccc2)c2ccccc2)CC1,5%,52%[activator],-8%,-16,-2%,-12%,-6%,i,-9%

# Molecules from the list above that contain a nitro group on carbon:
SMILES,POLB inh,Apoferritin bind,POLK inh,RXFP1 antagonist,APE1 inh,POLH inh,Pol iota inh,PGK inhibitor,BLM inh
CCC(C)(C)NC(=O)/C=C/c1ccccc1[N+](=O)[O-],10%,-13%,-4%,4,5%,-1%,7%,8%,1%
CC(C)(C)NC(=O)Cn1cnc2cc([N+](=O)[O-])ccc2c1=O,11%,-8%,-13%,-3,-15%,-10%,122%[activator],-2%,-6%

# (listing goes on)
SMILES,POLB inh,Apoferritin bind,POLK inh,RXFP1 antagonist,APE1 inh,POLH inh,Pol iota inh,PGK inhibitor,BLM inh
Cc1ccc(C(=O)OCC(=O)NC(=O)c2ccc(C(C)(C)C)cc2)c(O)c1,.,.,-8%,-2,-8%,1%,13%,i,.
CCOC(=O)Nc1ccc2c(c1)nc(CN1CCCCC1)n2C,-21%,-16%,.,.,-4%,.,.,.,0%
CC(=O)c1ccccc1Oc1ncnc(N)c1[N+](=O)[O-],1%,-8%,-6%,-1,-5%,11%,?,-9%,1%
CC1CCc2c(nc3ncnn3c2NCCN(C)C)C1 (stereo not given),52%,0%,-2%,-3,-1%,-15%,127%[activator],-1%,4%
O=C(Nc1c(-c2ccccc2)nc2c(Br)cc(Br)cn12)c1ccco1,24%,-17%,-13%,-27,13%,2%,11%,2%,-2%
O=C1C2C(C(=O)N1Cc1cccnc1)C1C=CC2C12CC2 (stereo not given),1%,-11%,8%,-7,1%,-13%,8%,-3%,-13%
CCOC(=O)/C=C1\SCC(=O)N1CC(O)CN1C(=O)CS/C1=C\C(=O)OCC,24%,-9%,-10%,0,0%,-10%,-2%,-3%,-1%
CCOc1ccccc1NC(=O)Nc1ccc(OC)nc1,-4%,-12%,-14%,2,-8%,-9%,147%[activator],8%,-9%
Cc1oc(-c2ccc(Cl)cc2)nc1CS(=O)CC(=O)NC1CCCC1 (stereo not given),-1%,-14%,-6%,-10,-20%,-16%,-9%,-6%,-1%
O=C(NCc1ccc(Cl)cc1)C1CCN(S(=O)(=O)c2cc([N+](=O)[O-])ccc2Cl)CC1,5%,-1%,6%,0,19%,-9%,18%,2%,3%
OC1(c2ccccc2)c2ccccc2-c2ncccc21 (stereo not given),-20%,-6%,0%,-13,0%,-9%,57%[activator],-8%,-1%
Cc1cccc(NC(=O)CN2C(=O)NC(Cc3ccccc3)C2=O)c1 (stereo not given),0%,-20%,-4%,-5,-2%,-5%,2%,-9%,-6%
CC(C)CCNC(=O)CN(C(=O)CCC(=O)Nc1nccs1)c1ccc2c(c1)OCCO2,?,0%,-2%,1,-7%,-15%,42%[activator],4%,-4%
CCCCn1c(N)c(N(CC(C)C)C(=O)c2ccc(C)c(S(=O)(=O)N3CCCCC3)c2)c(=O)[nH]c1=O,.,.,-2%,-2,-7%,-16%,-15%,-4%,.
COc1ccc(NC(=O)CN(C)C(=O)CCCc2nc3ccccc3c(=O)[nH]2)cc1,.,.,-10%,1,30%,-19%,9%,i,.
O=c1cc(-c2ccccc2[N+](=O)[O-])oc2ccccc12,16%,?,-7%,-9,2%,-13%,63%[activator],-11%,3%
CCSc1nc2sc3c(c2c(=O)n1-c1ccccc1)CCN(C)C3,-8%,?,-7%,5,-10%,-11%,37%[activator],-10%,-1%
COc1ccc(-n2c(SCC(=O)Nc3nccs3)nnc2-c2ccccc2)cc1,-2%,-10%,-11%,-3,6%,?,-19%,-9%,-13%
O=C1ON=C(c2ccc(Cl)c([N+](=O)[O-])c2)/C1=C/c1cccc([N+](=O)[O-])c1O,.,.,-11%,-1,23%,-6%,-11%,-1%,.
CCOC(=O)c1c(C)[nH]c(C)c1S(=O)(=O)N1CCC(C(=O)NCc2cccc(OC)c2)CC1,13%,-6%,2%,.,.,-13%,3%,-9%,0%
O=C1c2ccsc2SCCN1Cc1ccccc1Cl,26%,?,-2%,-4,-5%,-19%,35%[activator],-5%,0%
O=C(NNc1ccccc1)Nc1ccccc1F,-4%,-10%,3%,-10,16%,-4%,?,i,-2%
O=S(=O)(Nc1cccc(-c2ccc(N3CCCCCC3)nn2)c1)c1ccc(F)cc1,2%&5%,1%&-1%,-30%,-76*!,-8%,?,-28%&28%,3%&9%,-11%&-9%
CCN(CC)CC(=O)Nc1c(Br)ccc2c1OCO2,16%,-16%,-6%,4,2%,6%,13%,-1%,1%
CC1=NN(c2ccc(C)c(C)c2)C(=O)/C1=C\C=C\c1ccc([N+](=O)[O-])o1,7.1µM*,-19%,50µM*,-31,?,40µM*,11µM*,-13%,-26%
Cc1cc(S(=O)(=O)Cc2noc(-c3c(C)noc3C)n2)c(C)cc1Cl,-19%,-10%,-19%,-24,0%,-2%,4%,6%,-5%
CC1CCc2c(cnc3ncnn23)C1 (stereo not given),3%,5%,3%,9,-7%,-5%,33%[activator],-6%,-4%

# Only part of the results is shown; rates above refer to the full screens.
